MCF10A rereplic – DNA re-replication induction in MCF 10a cells. Potency, µM (series often up to 46.1 µM), inactives show top-dose activity, positive = re-replication, usual class: activators. 2.9% of 350,000 active. MCF 10A DNA re-replication, Hoechst nuclear intensity, 48 h. AID 624296; further: potency means the concentration at half of the fitted maximal effect; % of control where 0% means no effect; nearly all actives have a fitted effect of over 50% in size
WRN helicase inh – WRN helicase (human) inhibition | Q14191 | WRN helicase unwinding, fluorescent forked duplex, kinetic | 0.46% of 360,000 active | Potency, µM (titrated, usually from 114 µM), without a hit: at the top dose activity change, negative = inhibition, usual class: inhibitors | AID 651768; further: potency means the concentration at half of the fitted maximal effect; on the % scale 0 is the no-effect control and ±100 the full control effect; nearly all actives have a fitted effect of over 55% in size
Target sequence (Q14191 whole entry, looked up): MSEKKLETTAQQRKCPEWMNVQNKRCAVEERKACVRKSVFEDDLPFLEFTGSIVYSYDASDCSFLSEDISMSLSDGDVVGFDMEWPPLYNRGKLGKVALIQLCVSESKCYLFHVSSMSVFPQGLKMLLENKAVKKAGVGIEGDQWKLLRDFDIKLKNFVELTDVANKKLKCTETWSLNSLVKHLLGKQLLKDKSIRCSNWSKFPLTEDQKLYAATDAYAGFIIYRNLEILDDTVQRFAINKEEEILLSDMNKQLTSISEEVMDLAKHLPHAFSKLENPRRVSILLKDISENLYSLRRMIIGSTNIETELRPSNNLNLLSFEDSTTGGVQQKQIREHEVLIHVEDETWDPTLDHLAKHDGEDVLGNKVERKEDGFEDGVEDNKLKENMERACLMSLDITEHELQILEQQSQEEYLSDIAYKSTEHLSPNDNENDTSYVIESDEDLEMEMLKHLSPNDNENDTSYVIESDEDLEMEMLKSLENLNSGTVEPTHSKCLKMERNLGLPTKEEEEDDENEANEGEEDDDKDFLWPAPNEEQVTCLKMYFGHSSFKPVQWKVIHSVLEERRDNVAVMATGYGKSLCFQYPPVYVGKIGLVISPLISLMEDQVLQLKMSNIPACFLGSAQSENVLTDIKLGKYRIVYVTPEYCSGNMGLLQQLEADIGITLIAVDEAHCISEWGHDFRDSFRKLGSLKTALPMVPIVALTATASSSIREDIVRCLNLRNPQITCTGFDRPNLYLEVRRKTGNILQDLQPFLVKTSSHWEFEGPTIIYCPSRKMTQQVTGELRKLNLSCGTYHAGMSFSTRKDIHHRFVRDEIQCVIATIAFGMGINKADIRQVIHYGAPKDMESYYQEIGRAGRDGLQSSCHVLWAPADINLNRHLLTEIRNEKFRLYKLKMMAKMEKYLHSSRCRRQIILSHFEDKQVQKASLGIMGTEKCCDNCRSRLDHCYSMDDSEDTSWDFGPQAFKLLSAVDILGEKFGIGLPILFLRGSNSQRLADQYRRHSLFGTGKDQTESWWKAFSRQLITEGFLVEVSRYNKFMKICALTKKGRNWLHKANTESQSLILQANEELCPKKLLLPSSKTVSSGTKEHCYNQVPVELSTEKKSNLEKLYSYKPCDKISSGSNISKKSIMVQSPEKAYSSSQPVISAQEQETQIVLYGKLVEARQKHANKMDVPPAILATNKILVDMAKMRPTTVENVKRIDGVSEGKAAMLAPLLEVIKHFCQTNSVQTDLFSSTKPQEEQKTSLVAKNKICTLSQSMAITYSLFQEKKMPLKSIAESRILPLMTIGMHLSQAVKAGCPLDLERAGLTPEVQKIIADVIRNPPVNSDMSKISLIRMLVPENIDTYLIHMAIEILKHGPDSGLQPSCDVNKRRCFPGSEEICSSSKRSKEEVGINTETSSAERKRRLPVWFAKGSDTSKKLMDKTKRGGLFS
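Primary qHTS, 1536-well format. 20 nM WRN + compound, 15 min RT; start with 100 nM forked fluorophore/quencher duplex, 2 mM ATP (final); kinetic read ex 525/em 598 nm.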
IL-1B inflam inh – inhibitors of inflammasome signaling (IL-1 beta secretion). THP-1 LPS/ATP IL-1B secretion, AlphaLISA, 16 h; hits give low values. 4.7% of 360,000 active. activity change, % at 57.5 µM; in the data active means activity change below about -50%; inconclusive means mostly about -30% to -49%; further: on the % scale 0 is the no-effect control and ±100 the full control effect
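Secreted IL-1B measured by AlphaLISA bead assay after 16 h compound exposure of THP-1 cells; compounds (final up to 57.5 uM) added 1 h before LPS (250 ng/mL) and ATP (1.25 mM) stimulation; lower signal means less secretion.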
ATXN2 expr inh – reduces ATXN2 reporter expression in HEK-293 cells. 0.72% of 360,000 active. HEK-293 ATXN2-luciferase reporter, luminescence, 24 h. Potency, µM (series often up to 57 µM), without a hit: top-dose activity change, negative = inhibition, most hits filed as inhibitors. AID 1745845; further: potency means the concentration at half of the fitted maximal effect; on the % scale 0 is the no-effect control and ±100 the full control effect; nearly all actives have a fitted effect of over 55% in size
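qHTS (up to 57 uM final) was run with 24 h compound exposure of reporter cells at 37 °C. Each well was multiplexed: SteadyGlo luminescence measured ATXN2-luciferase expression after a fluorogenic Gly-Phe-AFC viability readout (25 uM final).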
KB-V1 cytotox – KB-V1 MDR subline cytotoxicity; 3.4% of 400,000 active; KB-V1 MDR cells viability, CellTiter-Glo, 72 h; Potency, µM (titrated, usually from 46.1 µM), for inactives: top-dose activity change, negative = cytotoxicity, most hits filed as cytotoxic; further: potency means the concentration at half of the fitted maximal effect; on the % scale 0 is the no-effect control and ±100 the full control effect; nearly all actives have a fitted effect of over 60% in size
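Cells of the MDR subline KB-V1 are plated, dosed with compound at multiple concentrations, and incubated 72 h at 37 degrees C; CellTiter-Glo is then added and luminescence read after 10 min.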
SW480 rerep – induces DNA re-replication in SW480 colon adenocarcinoma cells; 1.8% of 340,000 active; AID 624297; Potency, µM (highest dose often 46.1 µM), for inactives: at the highest dose re-replication activation, usual class: activators; SW480 DNA re-replication, Hoechst DNA content imaging, 48 h; further: potency means the concentration at half of the fitted maximal effect; % of control where 0% means no effect; nearly all actives have a fitted effect of over 55% in size
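Image-based read-out: total Hoechst fluorescence of nuclei (405 nm excitation, 500-530 nm emission), with hits raising the fraction of high-intensity nuclei. SW480 colon cells incubated 48 hr with compounds at 37 C.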
KB-3-1 cytotox – kills parental KB-3-1 adenocarcinoma cells; Potency, µM (highest dose often 46.1 µM), inactives show at the highest dose activity change, negative = cytotoxic, most hits filed as cytotoxic; 1.4% of 400,000 active; KB-3-1 viability, CellTiter-Glo ATP luminescence, 72 h; AID 1347075; further: potency means the concentration at half of the fitted maximal effect; on the % scale 0 is the no-effect control and ±100 the full control effect; nearly all actives have a fitted effect of over 60% in size
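Cells are dispensed, compounds pinned in, plates held at 37 °C for 72 h, then CellTiter-Glo is added and luminescence read after 10 minutes. Cell line: parental KB-3-1 in phenol-red-free DMEM, 10% FBS.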
HT1080 IDH1KD tx – toxicity to HT-1080 IDH1 knockdown cells (counter line). HT-1080 IDH1 knockdown viability, ATP luminescence, 48 h. Potency, µM (top dose mostly 46.1 µM), for the others: top-dose activity, negative = toxicity, usual class: cytotoxic. 2% of 360,000 active. AID 686971;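 further: potency means the concentration at half of the fitted maximal effect; 0% = DMSO wells and -100% = cell-free medium wells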
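% activity derives from luminescence (CellTiter-Glo), normalised to DMSO and no-cell wells. HT-1080-IDH1KD cells, 750/well, had 48 h compound exposure at 37 °C.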
HT1080-NT tox – kills 2HG-producing HT-1080-NT fibrosarcoma cells | HT-1080-NT fibrosarcoma viability, CellTiter-Glo ATP luminescence, 48 h | Potency, µM (doses to about 46.1 µM), for the others: top-dose activity, negative = less viability, most hits filed as cytotoxic | 1.6% of 360,000 active | AID 686970;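 further: NT is the 2HG producing partner of a matched IDH1 knockdown line; potency means the concentration at half of the fitted maximal effect; 0% = DMSO-treated cells and -100% = media-only wells without cells; nearly all actives have a fitted effect of over 55% in size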
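750 cells/well, RPMI + 5% FBS; 2 h settle, compound pin-transfer, 48 h at 37 degrees C. CellTiter-Glo 10 min RT, luminescence. Normalized to DMSO and media-only wells.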
Starred values were filed as active, the others as inactive; i = inactive; ? = inconclusive; . = not tested or not shown; & = joins results of further samples; [ ] = dose if it differs, or a comment. Unless noted, the call rests on the fitted dose curve; in most records, active means well fitted curve in the direction sought with a large enough effect; inconclusive means small, poorly fitted or top-dose-only effect, or another doubt; inactive means no such curve, though single readings can be large; an effect the other way counts as inactive or inconclusive.

SMILES | MCF10A rereplic | WRN helicase inh | IL-1B inflam inh | ATXN2 expr inh | KB-V1 cytotox | SW480 rerep | KB-3-1 cytotox | HT1080 IDH1KD tx | HT1080-NT tox
CCCCCCSc1cccc(-c2nc3ccccn3c2NCc2ccccc2)c1 | 20.6µM* | -3.1%&-8.8% | -29.7&0.3 | -13.0%&-3.9% | ? | ? | ? | -15.8%&-29.0% | -2.5%&-29.3%
Cc1ccc(SCc2c(C(=O)N/N=C/C3CC=CCC3)nnn2-c2nonc2N)cc1 (configuration not stated) | -2.4% | -20.2% | 14.6 | 6.5% | 23.8% | -8.1% | 0.1% | -2.6% | -5.0%
CC(C)(C)NC(=O)C(c1ccccn1)N(C(=O)C1CSC(=O)C1)c1ccccc1F (configuration not stated) | -2.3% | -7.9% | -15.3 | -20.3% | 26.7% | -2.0% | 14.1% | 3.5% | 15.9%
CC(=O)n1cc(C(C[N+](=O)[O-])SCCN)c2ccccc21 (configuration not stated) | 5.17µM* | ? | -97.4* | ? | ? | 6.51µM* | ? | ? | ?
CCCN(C(=O)CCNC(=O)c1ccc(Cl)cc1)c1c(N)n(Cc2ccccc2)c(=O)[nH]c1=O | ? | 3.3% | -5.6 | -6.1% | 0.0% | 18.5% | 9.8% | 11.7% | -9.8%[9.24 µM]
Cc1cc(C)n2c(NC3CCCC3)c(-c3cc4ccccc4o3)nc2n1 | . | 0.6% | 15.3 | -21.5% | ? | . | -17.9% | 3.7% | -29.1%
O=C(CCc1nc(-c2ccccc2Cl)no1)NC1CCCCC1 | -1.7% | 0.6%[57.1 µM] | 9.2 | -16.8% | -12.3% | 1.5% | -2.9% | -13.1% | -3.7%
O=C(Nc1ccc(F)cc1F)c1cccc(S(=O)(=O)N2CCCCC2)c1 | -1.6% | -5.6% | 6.0 | . | -7.3% | -5.7% | ? | -5.8% | -1.1%
O=C(NCc1cccs1)c1cccnc1C(=O)O | -0.6% | -0.6% | 0.0 | 8.9% | 30.6% | -6.4% | 6.2% | -0.3% | 8.4%[9.24 µM]
O=C(Cn1nc(C(=O)O)c2ccccc2c1=O)c1c[nH]c2ccccc12 | 2.9% | 2.5% | 1.2 | -0.7% | 10.0% | ? | 10.1% | -12.6% | -24.2%
O=C(CSc1n[nH]c(-c2cccs2)n1)NCc1ccc2c(c1)OCO2 | -0.9% | -24.7% | 28.2 | 0.1% | 4.3% | -5.0% | 17.7% | 2.9% | 2.9%
CC(=O)N1N=C(c2ccccc2)CC1c1cn(C)c2ccccc12 (configuration not stated) | 17.4% | 0.8% | ? | 56.2%[activator] | 23.1µM* | 19.8% | -10.5% | -8.3% | 0.5%
CN(C)C(=O)C(NC(=O)c1ccccc1)=C(Cl)Cl | -3.3% | -1.3% | 15.7 | . | 24.4% | -3.2% | 5.1% | 9.7% | 8.6%
CS(=O)(=O)N(CC(=O)N1CCc2ccccc2C1)c1ccc2c(c1)OCO2 | 7.6% | -11.4% | -10.9 | -12.7% | -6.5% | 1.4% | 10.5% | 1.5% | -1.9%
CCN(C(=O)CSc1nc2ccc([N+](=O)[O-])cc2s1)C1CCS(=O)(=O)C1 (configuration not stated) | 15.2% | -3.3% | -6.4 | 11.2% | -21.6% | 5.9% | 16.5% | -1.4% | 0.7%
O=C(C1CCCN(S(=O)(=O)c2ccc(Cl)cc2)C1)N1CCCC1 (configuration not stated) | -4.7% | -8.6% | 22.2 | -8.1% | -17.4% | -10.9% | -2.4% | 1.1% | -12.0%
CCC(=O)N1CCc2cc(S(=O)(=O)N3CCN(c4ccccn4)CC3)ccc21 | -17.9% | -25.1% | -5.2 | 5.6% | ? | -1.1%[9.22 µM] | 8.3% | -8.4% | -0.7%
Cn1nc(C(=O)N2CCN(S(=O)(=O)c3ccccc3)CC2)c2ccccc2c1=O | -7.0% | 19.8% | 9.0 | -1.1% | -10.1% | -6.4% | -0.1% | 5.9% | 1.3%
Cc1ccc2occ(/C=N/NC(=O)c3ccccc3C)c(=O)c2c1 | ? | ? | -15.0 | 12.6% | ? | ? | ? | ? | ?
COc1ccc(Nc2ncc(C(=O)N3CCN(c4ccccc4OC)CC3)c3ccccc23)cc1 | ? | -3.6% | ? | -33.3%&-7.4% | ? | 14.4% | 1.9%&-17.7% | -1.1% | -10.9%
c1ccc(Cn2cc(-c3cccnc3)cn2)cc1 | -1.0% | 4.2% | 6.6 | 42.6%[activator] | -1.0% | 20.1% | 4.0% | 0.3% | 0.1%
CC(C)(C)c1csc(NC(=O)CS(=O)(=O)c2ccccc2)n1 | -14.2% | 3.0% | 12.6 | 58.2%[activator] | 1.5% | -8.8% | 0.0% | -2.1% | 3.9%
CCCCNC(=O)CC1N=C2c3ccccc3N=C(SCC(=O)Nc3cccc(C)c3)N2C1=O (configuration not stated) | 1.4% | -3.9% | -4.8 | -5.6% | 14.3% | -12.7% | 5.6% | -10.8% | -1.1%
COc1ccc(C)cc1N(CC(=O)N1CCc2ccccc2C1)S(C)(=O)=O | 6.2% | 5.0% | -1.3 | . | 8.7% | -1.5% | -1.6% | 0.7% | -3.2%
COc1ccc(C=NCC2OCCc3ccccc32)cc1OC (configuration not stated) | 7.6% | -4.3% | -10.3 | 1.4% | 15.4% | 4.8% | -1.7% | 12.2% | 7.9%

Ordered by the number under IL-1B inflam inh (ascending): three from the list above
| SMILES | IL-1B inflam inh |
| --- | --- |
| CS(=O)(=O)N(CC(=O)N1CCc2ccccc2C1)c1ccc2c(c1)OCO2 | -10.9 |
| O=C(NCc1cccs1)c1cccnc1C(=O)O | 0.0 |
| O=C(C1CCCN(S(=O)(=O)c2ccc(Cl)cc2)C1)N1CCCC1 (configuration not stated) | 22.2 |

Results in ATXN2 expr inh and KB-3-1 cytotox, for two of the compounds above:
Structure | ATXN2 expr inh | KB-3-1 cytotox
Cn1nc(C(=O)N2CCN(S(=O)(=O)c3ccccc3)CC2)c2ccccc2c1=O | -1.1% | -0.1%
Cc1ccc2occ(/C=N/NC(=O)c3ccccc3C)c(=O)c2c1 | 12.6% | ?

Further entries:
SMILES | MCF10A rereplic | WRN helicase inh | IL-1B inflam inh | ATXN2 expr inh | KB-V1 cytotox | SW480 rerep | KB-3-1 cytotox | HT1080 IDH1KD tx | HT1080-NT tox
CSc1ccc(CCNC(=O)c2cccc3c2C(=O)N(C2CCCCC2)C3)cc1 | 6.8% | -13.5% | 3.7 | 1.0% | 2.8% | ? | -2.2% | -2.6% | -1.4%
CCOC1=C2CN(S(=O)(=O)c3ccc(C)cc3)C(c3ccc(CC)cc3)CC2n2c(=O)n(-c3ccccc3)c(=O)n2C1 (configuration not stated) | . | 4.0% | -11.4 | . | -15.2% | . | 3.2% | 2.8% | -0.7%
NC(=O)C1(N2CCCCC2)CCN(C(=O)c2ccc(C#Cc3ccccc3)o2)CC1 | 24.7% | 4.9% | -25.3 | 5.0% | -22.1% | -2.7% | 2.4% | -29.0% | ?
CCOC(=O)C1CCN(C(=O)c2ccccc2)c2scc(-c3ccccc3)c2C1=O (configuration not stated) | . | -5.0% | -15.2 | . | ? | . | -2.2% | -23.6% | -1.0%
Cc1cc(=O)[nH]c(N/N=C/c2c(C)nn(-c3ccccc3)c2Cl)n1 | ? | -21.9% | -14.0 | -14.9% | ? | 9.1% | 8.4% | -4.8% | -0.6%
COC(=O)C(NC(=O)c1ccco1)(Nc1ccc(Br)cn1)C(F)(F)F (configuration not stated) | 5.6% | -8.0% | -1.0 | 6.4% | 0.9% | -2.3% | 25.0% | 1.7% | -2.3%
CCOC(=O)c1c(-c2ccccc2Cl)csc1NC(=O)c1cc(S(=O)(=O)N2CCOCC2)ccc1C | ? | -12.3% | i | -2.9% | 10.3µM* | 16.3% | -25.7% | 0.8% | 2.2%
Cc1ccc(S(=O)(=O)N[C@H](C(=O)Oc2ccc3c(C(F)(F)F)cc(=O)oc3c2)c2ccccc2)cc1 | ? | -14.0% | 16.7 | -9.5% | -14.0% | ? | -5.7% | -3.4% | -4.1%
COc1ccc([C@H]2CC(=O)C=C(c3ccc(SC)cc3)C2)cc1 | 14.9% | -2.1% | -12.9 | 30.0% | -10.7% | -19.8% | -5.9% | 6.1% | 4.8%
COC(=O)C1=C(C)NC(C)=C(C(=O)OC)C1C(=O)OC1CCCCC1=O (configuration not stated) | -22.9%&-2.7% | 10.2%&6.3% | -5.2&7.2 | 6.6%&7.7% | 6.7%&-1.4% | 4.5%&-1.7% | 40.1%&2.2% | 20.7%&13.9% | 21.2%&10.8%
COc1cc(C)ccc1N(CCCN1C(=O)c2cccc3cccc(c23)C1=O)C(=O)c1cccs1 | 11.0% | 1.6% | -6.8 | -0.9% | -9.6% | ? | -2.7% | 6.8% | 9.8%
COC(=O)C(C)Sc1ccc2nnc(-c3ccc(F)cc3)n2n1 (configuration not stated) | 17.5% | 2.8% | 14.9 | 2.4% | 0.8% | 1.4% | 3.9% | -6.8% | 1.4%
CCc1ccc(N2C(=O)/C(=C/c3cccs3)N(CC(=O)OC)C2=S)cc1 | 0.6% | 8.8% | 3.0 | -14.3% | -20.3% | 4.3% | 1.2% | -18.8% | -2.1%
COc1ccc(NC(=O)C2(c3ccccc3)CCCC2)cc1 | ? | 1.9% | 8.1 | -15.2% | -18.9% | 2.9% | -2.2% | 0.7% | -11.2%
Cc1ccc(CNC(=O)CNC(=O)c2c(C)nn(C)c2Cl)cc1 | -1.2% | -1.9% | 44.2 | 2.1% | 22.6% | 6.7% | 12.1% | -0.7% | ?
